Rtt109 Vps75: C. albicans Rtt109 histone acetyltransferase inhibition | Q5AAJ8 | hit rate 0.16% among 330,000 | inhibition, % at 34.9 µM | purified Rtt109/Vps75, ThioGlo CoA-SH fluorescence, 4 h;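 active = inhibition of at least 50% in every replicate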
PfHsp90 yeast 2: growth inhibition of yeast expressing Plasmodium Hsp90. S. cerevisiae expressing PfHsp90, BacTiter-Glo ATP, 48 h; yeast lacking PDR1 and PDR3 efflux regulators. inhibition, % at 9.4 µM. hit rate 0.32% among 310,000;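 active = every replicate shows inhibition above about 80%, whatever the replicate mean, limit read from the data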;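 note: 0% = DMSO neutral controls and 100% = 20 µM radicicol positive controls; yeast relying on Plasmodium falciparum Hsp90 in place of its own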
RTF Ca sens inh: cardiac RTF calcium desensitization; inhibition, % at 7.15 µM; P19429+P45379; hit rate 0.12% among 340,000; IANBD-labeled cardiac RTF, Ca2+ fluorescence;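 active = inhibition above the mean inhibition of all tested compounds plus 3 SD, cut at about 17% in these data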;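 note: assay run at fixed EC70 calcium of 1.6 mM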
RTF Ca sens act: increases calcium sensitivity of human cardiac regulated thin filaments; hit rate 0.24% among 340,000; activation, % at 7.2 µM; IANBD-labeled TnC RTF fluorescence at EC20 calcium; 0% EC20 calcium, 100% full calcium;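 active = activation above the mean over all tested compounds plus 3 SD, cut at about 30% in these data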;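 note: rise in fluorescence read as greater calcium sensitivity of cardiac thin filaments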
Keap1-Nrf2 PPI: Keap1-Nrf2 (human) interaction inhibition; inhibition, % at 9.4 µM; hit rate 0.15% among 340,000; Keap1 Kelch-Nrf2 peptide fluorescence polarization, 1536-well; Q14145; in the data active = inhibition above about 12%;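 note: human Keap1 Kelch domain with fluorescein labeled Nrf2 9mer peptide probe; 0% = neutral control wells and 100% = peptide positive control; higher means more block of Keap1 binding to Nrf2 peptide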
CDK5 inh: inhibitors of human CDK5/p35 kinase. Q00535+Q15078. Recombinant CDK5/p35, ADP-Glo luminescence, 60 min. inhibition, % at 10 µM. hit rate 0.01% among 330,000. AID 488839;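 active = highest replicate inhibition of at least 50% and at least 75% of replicates reaching 50%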;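 note: plate controls were DMSO neutral control for no effect and GW8510 at 10 µM for full effect; many of its hits are not listed in these tables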
C-LANA FP: KSHV C-LANA DNA binding inhibition | MBP-C-LANA/FAM-LBS DNA binding, fluorescence polarization | inhibition, % at 9 µM | hit rate 0.078% among 340,000;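 active = highest replicate inhibition at or above 60% at 9 µM, even if other replicates fall short; inactive = all replicates below 60% inhibition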;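 note: 0% = neutral control wells and 100% = 4 µM acridine orange control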
Mot1-301 SUMO: blocks SUMOylation pathway, rescuing yeast Mot1-301 growth; S. cerevisiae Mot1-301 growth rescue, ATP luminescence, 38.5C; percent above DMSO median, 100 means doubled; growth rescue, % at 18.8 µM; hit rate 1% among 320,000; AID 2716;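 active = every valid replicate shows activation above 250% relative to neutral control wells; inactive = the rest, any valid replicate at or below 250%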;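 note: OY570 slx delta 5 strain wells were the positive control but not used for scaling; some compounds called inactive have numbers as strong as hits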
dFosB activator: activators of mouse delta FosB homodimer; hit rate 0.99% among 340,000; AID 493131; activation, % at 25 µM; purified delta FosB, TAMRA-CDK5 oligo fluorescence polarization; percent of positive-control signal above neutral wells;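 active = mean activation above about 17%, with every replicate also reaching it, limit read from the data, passing the limit was not always enough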;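 note: fluorescence polarization rise as delta FosB binds a TAMRA Cdk5 AP-1 oligo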
PvdQ inh: P. aeruginosa PvdQ acylase inhibition | hit rate 0.063% among 340,000 | purified PvdQ acylase, fluorescence plate reader | AID 488965 | inhibition, % at 10 µM; in the data active = inhibition above about 30%, passing the limit was not always enough;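 note: 0% = vehicle neutral wells and 100% = reference inhibitor wells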
NSD2 inh: blocks human histone methyltransferase NSD2; O96028; NSD2 peptide methylation, AlphaScreen, 120 min; inhibition, % at 12.5 µM; hit rate 0.54% among 310,000; in the data active = inhibition above about 50%
Target sequence (O96028 whole entry, looked up): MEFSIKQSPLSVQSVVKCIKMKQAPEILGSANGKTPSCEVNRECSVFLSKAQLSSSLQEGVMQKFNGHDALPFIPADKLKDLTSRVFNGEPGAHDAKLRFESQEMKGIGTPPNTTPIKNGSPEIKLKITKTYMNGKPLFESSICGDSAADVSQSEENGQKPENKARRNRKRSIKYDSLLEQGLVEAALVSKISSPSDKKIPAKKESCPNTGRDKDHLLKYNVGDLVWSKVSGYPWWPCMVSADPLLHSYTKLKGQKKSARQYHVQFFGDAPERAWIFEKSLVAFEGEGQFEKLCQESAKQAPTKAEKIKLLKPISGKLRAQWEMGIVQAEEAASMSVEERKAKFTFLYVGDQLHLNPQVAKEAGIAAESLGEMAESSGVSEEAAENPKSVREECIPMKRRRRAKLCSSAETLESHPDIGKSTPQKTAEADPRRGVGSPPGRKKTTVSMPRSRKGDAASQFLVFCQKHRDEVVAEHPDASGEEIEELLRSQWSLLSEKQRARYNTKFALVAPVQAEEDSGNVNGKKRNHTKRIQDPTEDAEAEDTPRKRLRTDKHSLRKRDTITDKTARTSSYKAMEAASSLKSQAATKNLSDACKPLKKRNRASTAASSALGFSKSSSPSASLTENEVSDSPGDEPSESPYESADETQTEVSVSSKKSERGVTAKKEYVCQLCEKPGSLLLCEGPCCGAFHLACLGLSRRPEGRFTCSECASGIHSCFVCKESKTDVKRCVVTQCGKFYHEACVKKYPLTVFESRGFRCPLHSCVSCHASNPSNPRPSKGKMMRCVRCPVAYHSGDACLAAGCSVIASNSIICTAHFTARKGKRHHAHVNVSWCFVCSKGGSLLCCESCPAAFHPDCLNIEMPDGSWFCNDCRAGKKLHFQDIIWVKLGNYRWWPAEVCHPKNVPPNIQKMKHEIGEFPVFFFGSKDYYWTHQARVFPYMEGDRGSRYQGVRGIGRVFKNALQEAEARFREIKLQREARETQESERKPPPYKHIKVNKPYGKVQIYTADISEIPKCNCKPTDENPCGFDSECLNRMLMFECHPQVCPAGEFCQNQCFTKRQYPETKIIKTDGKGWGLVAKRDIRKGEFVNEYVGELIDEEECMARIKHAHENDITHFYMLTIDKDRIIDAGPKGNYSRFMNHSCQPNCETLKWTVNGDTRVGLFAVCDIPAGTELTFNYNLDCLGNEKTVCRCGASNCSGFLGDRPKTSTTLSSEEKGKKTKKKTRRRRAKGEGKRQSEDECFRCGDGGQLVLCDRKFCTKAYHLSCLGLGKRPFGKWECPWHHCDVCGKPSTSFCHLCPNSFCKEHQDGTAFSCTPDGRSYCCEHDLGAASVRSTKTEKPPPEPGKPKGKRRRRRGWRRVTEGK
* marks the source's active call; other numbers are inactive results; nt = no result given. The order is random; overall some 3.2% were active at least once.

SMILES	Rtt109 Vps75	PfHsp90 yeast 2	RTF Ca sens inh	RTF Ca sens act	Keap1-Nrf2 PPI	CDK5 inh	C-LANA FP	Mot1-301 SUMO	dFosB activator	PvdQ inh	NSD2 inh
Cc1ccc(C)c(NC(=S)N(C)C)c1	-2	0	1	-6	2	2.0	-0.5	1	-3	-9	1
C=CC[C@@H](Cc1ccc(F)cc1)C(=O)OC[C@@H]1CCCN1C(=O)[C@@H](CC=C)CC(=O)N[C@@H](CO)Cc1ccccc1	25	-10	-3	-2	-4	-1.2	-0.2	54	-1	3	nt
S=C(NCCC(c1ccccc1)c1ccccc1)Nc1ccc(Cl)cc1	-13	18	3	-16	2	-0.2	-1.1	-30	-4	2	-1
Cn1c(=N)c(S(=O)(=O)c2ccc(F)cc2)cc2c(=O)n3ccccc3nc21	-18	-5	-1	-6	-2	-0.7	-0.6	-10	2	-14	2
COc1ccc(-c2noc(CCCC(=O)NC3CCCC3)n2)cc1	-5	-110	0	5	2	1.5	-0.3	-13	2	-12	-1
CC(=O)N1CCN(Cc2nc3cc(NC(=O)c4cccs4)ccc3n2C)CC1	0	-34	2	-6	-2	-1.2	1.2	-21	-4	-9	1
CCN(CCCNC(=O)CC(C(=O)N1CCc2ccccc21)n1ccnc1)c1ccccc1 (stereo not given)	-1	1	2	-2	-4	-1.5	-0.9	-8	-13	-6	10
Cc1noc(C)c1CSCC(=O)N(C)CC(=O)Nc1cccc(F)c1	-4	0	-2	-4	2	-0.2	-0.2	1	-4	-5	-2
CCc1ccc(-c2nc(CSCC(=O)NC3CC3)c(C)o2)cc1	-1	18	-8	-7	-2	nt	2.1	-2	4	-10	2
CCCCOC(=O)CSc1nc2c(c(=O)[nH]c(=O)n2C)n1C/C=C(\C)Cl	nt	14	-11	6	-3	-2.6	-0.9	-8	6	-7	3
COc1ccccc1Oc1ccnc2cc(Cl)ccc12	1	22	-2	0	-5	-0.2	1.6	-5	0	-17	-4
Cc1nn(Cc2c(Cl)cccc2Cl)c(Cl)c1/C=N/NC(=O)c1cccnc1	1	-7	-10	2	1	0.4	-0.3	129	56*	-2	-2
CCC(Oc1ccc(C)cc1)C(=O)Nc1ccc(S(=O)(=O)Nc2nccs2)cc1 (stereo not given)	23	0	1	-4	3	-2.5	0.5	-16	-18	13	5
CCCC(=O)C1=C(N2CCCC2)CC(C)(C)C(C(=O)OC)C1=O (stereo not given)	-5	3	-9	-1	-3	1.3	0.8	4	5	-10	-2
c1ccc(C[C@H]2CN=C(Nc3ccccc3)N2CC2CCCCC2)cc1	12	8	-1	2	0	-0.9	-0.7	-10	6	-6	nt
COc1ccc(C(=O)N/C(=C\c2cccc3ccccc23)C(=O)N2CCN(C)CC2)cc1	-2	-22	3	-2	-3	1.4	0.4	-2	-5	-14	1
O=C(c1cnn2c(C(F)(F)F)cc(-c3ccc4c(c3)OCO4)nc12)N1CCCCC1	7	-16	2	-2	-1	2.6	-0.7	37	-6	-9	-4
COc1ccc(CNc2cccnc2)c(OC)c1OC	8	12	0	13	-2	1.5	-0.7	nt	0	10	-1
O=C(NCc1ccco1)c1ccc(CS(=O)(=O)Cc2ccc(F)cc2)o1	-3	10	5	0	-4	0.2	1.2	8	1	-8	nt
Cc1ccc2nc(NC(=O)CSCC(=O)OCC(=O)c3ccccc3)sc2c1	3	-67	-4	3	0	2.1	1.8	0	-2	-7	0
O=[N+]([O-])c1ccc(NCCCO)c(S(=O)(=O)N2CCOCC2)c1	6	-27	-5	7	1	1.4	-2.5	-8	-2	-10	0
Cc1ccsc1/C=N/NC(=O)Cc1ccc([N+](=O)[O-])cc1	-1	-10	0	6	0	-0.3	1.6	-20	5	-11	-2
CCc1ccc(C2C(C(=O)O)c3ccccc3C(=O)N2C)cc1 (stereo not given)	0	-23	-12	1	2	-1.8	2.4	-2	-1	-1	0
CN1C[C@@H]2[C@@H]3C(=O)N(Cc4ccccc4)C(=O)[C@@H]3[C@](Cc3ccccc3)(C1=O)N2C(=O)c1ccc(C(C)(C)C)cc1	21	-31	8	3	-5	-0.3	-0.2	nt	-16	-18	nt
CCOC(=O)C1CCCN(C(c2ccccn2)c2c(C)[nH]c3ccccc23)C1 (stereo not given)	nt	3	-2	2	-1	-0.9	0.1	-1	0	-16	nt
NNc1nc2c(-c3ccc(F)cc3)nnn2c2ccccc12	-10	-16	-2	2	-5	2.1	6.7	-4	-2	1	-1
CC(=O)c1ccc(NC(=S)NNC(=O)c2ccncc2)cc1	9	-4	-12	1	3	1.6	-1.8	-6	1	-3	-3
CCOc1ccc(NC(=O)n2ncc3c(C)cccc32)cc1	nt	0	-7	-2	1	0.5	-1.9	-24	-2	2	-4
Cc1cc(=O)n2nc(N3CCCC(C(=O)NC4CCCCC4C)C3)sc2n1 (stereo not given)	-14	8	-3	2	0	0.1	-0.8	-10	-8	-9	-1
O=[N+]([O-])c1ccc(N2CCN(Cc3ccccc3)CC2)c(S(=O)(=O)N2CCOCC2)c1	-5	-15	-1	7	-2	-0.5	-0.4	10	-3	-17	6
COc1ccc2c(c1)[C@H]1[C@H](CO2)[C@H](c2ccccc2)[C@@]2(C)C(=O)N[C@H](C)C(=O)N12	4	-9	-1	-4	-2	-0.5	0.4	nt	-4	0	nt
COCCCNS(=O)(=O)c1ccc(C)cc1	-3	-1	-3	-10	1	-0.7	1.4	4	4	-3	nt
COc1ccccc1-n1c(SCC(=O)O)nc2c(sc(=S)n2-c2ccc(C)c(C)c2)c1=O	-2	0	-5	2	3	0.7	0.3	56	-3	-6	-1
Cc1ccc(-n2ncc3c2CC(C)(C)CC3NC(=O)C2CCOCC2)cc1 (stereo not given)	-15	0	-8	0	0	0.3	-2.8	2	-12	-6	-2
O=C(NCC1CCCO1)c1cc2n(n1)C(C(F)(F)F)CC(c1ccc(F)cc1)N2 (stereo not given)	nt	nt	-2	-3	-6	0.0	-1.5	-9	-1	7	-1
O=C1CC(N2CCN(c3ccccc3)CC2)C(=O)N1c1ccc2c(c1)OCO2 (stereo not given)	-7	18	-2	0	0	0.7	-0.4	-11	-5	-9	0
Oc1ccc(Cl)cc1/C=N/c1nc2ccccc2[nH]1	16	19	1	1	-1	-2.3	-1.4	22	-20	-8	4
Clc1ccc(CSc2nnnn2-c2ccc3c(c2)OCO3)c(Cl)c1	-9	15	-9	3	-8	-0.4	-4.5	-9	-3	-15	nt
O=C1NC2(CCCCC2)C(=O)N1CCS(=O)(=O)Oc1ccccc1	1	26	7	-4	-3	-1.5	0.8	-14	-2	-4	-2
CCC1C(=O)CC(c2ccc([N+](=O)[O-])cc2)NC1c1ccc([N+](=O)[O-])cc1 (stereo not given)	1	nt	-2	2	-7	-0.2	-0.8	21	-9	-12	1
COc1ccccc1OCC(=O)N1CCN(C(=O)COc2ccccc2OC)CC1	7	-2	-3	-8	4	-0.3	2.3	-1	-7	-1	-6
Cc1ccc(N(C(=O)c2csnn2)C(C(=O)NC2CCCCC2)c2ccco2)cc1 (stereo not given)	-1	-4	-22	-4	3	-1.7	-0.1	-23	-5	8	1
Cc1cccc(C(=O)Oc2ccc(/C=N/NC(=O)Cc3ccc([N+](=O)[O-])cc3)cc2)c1	-8	-5	-9	-4	-5	nt	1.2	16	-5	5	0
Cc1ccc(C(=O)N2CCN(c3ccc(NC(=S)NC(=O)Cc4ccccc4)cc3)CC2)cc1	8	-15	-6	3	2	-1.6	-0.5	-11	-9	-5	0
O=C(COC(=O)Cc1ccc(Br)cc1)Nc1c(F)c(F)c(F)c(F)c1F	nt	2	-9	-3	-6	-4.6	-1.4	-2	-6	-3	-3
Cn1c(SCc2ccccc2)nnc1-c1c[nH]c2ccccc12	-8	-11	3	1	1	-1.0	-1.1	5	-2	-1	nt
O=C1CC(N2CCC(O)CC2)C(=O)N1c1ccc(Br)cc1 (stereo not given)	3	-3	-1	-7	-1	-0.1	-3.2	25	-5	-4	-2
Cc1cccc(C)c1OCC(=O)Nc1ccc2c(c1)OCCO2	-6	10	-4	0	-7	-1.8	-0.1	-14	-9	1	24
COc1ccc(NC(=O)NC(C(F)(F)F)C(F)(F)F)cc1	12	-10	2	-5	-7	1.8	-0.9	12	2	10	-1
CCCCn1c(N)c(N(CCOC)C(=O)c2cc(S(=O)(=O)N3CCOCC3)ccc2Cl)c(=O)[nH]c1=O	-6	-1	3	-7	-1	-0.5	-0.7	nt	-3	-11	-2
COc1ccc(S(=O)(=O)NNC(N)=S)cc1	0	18	2	4	-6	-2.6	-0.1	272	-3	-13	-1
CCCCn1ccnc1C(=O)c1cccc(S(=O)(=O)N2CC(C)CC(C)C2)c1 (stereo not given)	-1	nt	-1	7	2	-0.6	-0.5	nt	-12	6	-6
O=C(CN1CCc2cc3c(cc2C1)OCCCO3)Nc1ccc(S(=O)(=O)N2CCCC2)cc1	5	4	0	0	-1	-0.5	2.1	94	-8	-1	32
Cc1ccc(OC(=O)c2ccc(Cl)c([N+](=O)[O-])c2)cn1	-5	-19	-11	0	-1	-0.5	1.3	-2	-14	-12	-2
CCc1c(-c2ccccc2)nc(N)c(C#N)c1-c1cccs1	8	nt	-5	5	5	3.2	0.7	3	-9	5	0
Cc1nnsc1S(=O)(=O)Cc1ccccc1C(F)(F)F	2	11	4	-5	0	1.0	-5.6	5	-12	-1	7
Cc1csc(NC(=O)C2CCCN2C(=O)Oc2ccccc2)n1 (stereo not given)	-3	nt	-9	-6	1	2.3	-2.6	-20	4	-7	45
Cc1nn2cnc3sc4c(c3c2nc1=O)CCCC4	-4	2	-3	5	2	-0.4	-2.1	279	-9	-10	0
Cc1nc(-c2ccc(S(=O)(=O)Nc3ccc(Br)cc3Cl)s2)cs1	-4	-10	-10	5	4	0.3	-1.3	14	-8	-17	6
Cc1ccc(C2SCC(C(=O)O)N2C(=O)c2ccc(F)cc2)cc1 (stereo not given)	-13	-17	-30	4	1	-0.8	-0.2	3	3	-8	-3
More results follow:
SMILES	Rtt109 Vps75	PfHsp90 yeast 2	RTF Ca sens inh	RTF Ca sens act	Keap1-Nrf2 PPI	CDK5 inh	C-LANA FP	Mot1-301 SUMO	dFosB activator	PvdQ inh	NSD2 inh
O=C(COc1ccccc1)Nc1nc(-c2cccs2)cs1	7	-42	-15	-5	1	0.8	0.9	9	-2	-16	0
CCOC(=O)c1c[nH]c2ccc([N+](=O)[O-])cc12	-1	-19	-9	10	-9	-2.3	0.8	nt	-8	-10	-6
COc1ccc2oc(C(=O)OCC(=O)Nc3cccc(S(=O)(=O)N4CCOCC4)c3)c(C)c2c1	5	nt	4	-8	5	0.2	-2.9	-17	-5	9	1
O=C(Nc1nnc(SCCC2OCCO2)s1)C1CC(=O)N(c2ccccc2)C1 (stereo not given)	5	-4	-4	4	-2	-1.3	-1.3	5	-11	-16	1

Two entries from above, bar-delimited.
Structure | Rtt109 Vps75 | PfHsp90 yeast 2 | RTF Ca sens inh | RTF Ca sens act | Keap1-Nrf2 PPI | CDK5 inh | C-LANA FP | Mot1-301 SUMO | dFosB activator | PvdQ inh | NSD2 inh
Clc1ccc(CSc2nnnn2-c2ccc3c(c2)OCO3)c(Cl)c1 | -9 | 15 | -9 | 3 | -8 | -0.4 | -4.5 | -9 | -3 | -15 | nt
O=C1NC2(CCCCC2)C(=O)N1CCS(=O)(=O)Oc1ccccc1 | 1 | 26 | 7 | -4 | -3 | -1.5 | 0.8 | -14 | -2 | -4 | -2
